# IDH1 R132H inh: human IDH1 R132H inhibition; O75874; IDH1-R132H enzyme, NADPH consumption, diaphorase/resazurin fluorescence; Potency, µM (top dose mostly 76.6 µM), for inactives: at the highest dose activity change, negative = inhibition, usual class: inhibitors; 0.093% of 390,000 active; AID 602179; also: potency is read from the fitted curve at half-maximal effect; % is scaled to controls: 0 for no effect and ±100 for the full control effect; nearly all actives have a fitted effect of over 65% in size
# Target sequence (O75874 whole entry R132H, stated change not applied): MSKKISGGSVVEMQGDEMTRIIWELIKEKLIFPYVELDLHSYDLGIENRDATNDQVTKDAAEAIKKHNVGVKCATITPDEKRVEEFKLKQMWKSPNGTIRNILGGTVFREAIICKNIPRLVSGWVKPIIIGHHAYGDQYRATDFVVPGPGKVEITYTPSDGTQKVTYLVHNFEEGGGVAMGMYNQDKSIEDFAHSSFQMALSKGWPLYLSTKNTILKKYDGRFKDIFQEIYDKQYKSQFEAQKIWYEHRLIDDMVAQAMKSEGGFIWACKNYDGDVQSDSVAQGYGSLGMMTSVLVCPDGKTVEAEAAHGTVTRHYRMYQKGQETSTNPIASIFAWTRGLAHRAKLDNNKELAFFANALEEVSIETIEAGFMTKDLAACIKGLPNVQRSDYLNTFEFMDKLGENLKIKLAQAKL
#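 IDH1-R132H (0.5 ug/mL) preincubated 30 min with compound, then NADPH (0.016 mM) and alpha-KG (2 mM) added; 80 min at RT, pH 7.5. Remaining NADPH coupled via diaphorase/resazurin to fluorescence (540/590 nm); concentration-response curves normalized to no-enzyme control.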
# Vif-APOBEC3G blk: Vif-A3G binding inhibition; HeLa A3G-eYFP + Vif (tagged APOBEC3G with the HIV-1 protein that degrades it), YFP fluorescence, overnight; Potency, µM (top dose mostly 46.1 µM), inactives show top-dose activity, negative = active, hits mostly inhibitors; 0.076% of 410,000 active; AID 602310;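 also: potency is read from the fitted curve at half-maximal effect; % is scaled to controls: 0 for no effect and ±100 for the full control effect; nearly all actives have a fitted effect of over 60% in size; hits raise eYFP signal because A3G escapes Vif-driven loss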
# Target sequence (Q9HC16 whole entry, looked up): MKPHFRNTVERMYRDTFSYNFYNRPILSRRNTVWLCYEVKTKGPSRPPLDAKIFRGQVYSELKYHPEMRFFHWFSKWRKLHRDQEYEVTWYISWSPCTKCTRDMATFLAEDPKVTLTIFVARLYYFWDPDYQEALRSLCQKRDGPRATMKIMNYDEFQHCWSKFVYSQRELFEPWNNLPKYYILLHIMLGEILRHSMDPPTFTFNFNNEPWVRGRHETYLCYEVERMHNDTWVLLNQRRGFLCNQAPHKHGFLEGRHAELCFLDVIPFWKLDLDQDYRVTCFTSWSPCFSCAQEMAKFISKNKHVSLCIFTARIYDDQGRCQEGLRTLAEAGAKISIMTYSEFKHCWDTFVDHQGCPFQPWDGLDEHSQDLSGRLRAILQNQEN
#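 HeLa cells stably expressing Vif and C-terminally eYFP-tagged A3G, seeded overnight at 37 deg C, then exposed to compound by pintool overnight at 37 deg C. Rise in yellow fluorescence (Ex 488/Em 500-530, Acumen) marks blocked Vif-driven A3G degradation.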
# TrxR1 inh: blocks rat thioredoxin reductase 1; recombinant rTrxR1, NADPH fluorescence consumption, selenite substrate; 1% of 390,000 active; Potency, µM (highest dose often 114 µM), inactives show top-dose activity change, negative = inhibition, hits mostly inhibitors; AID 588453; O89049; also: potency is read from the fitted curve at half-maximal effect; % is scaled to controls: 0 for no effect and ±100 for the full control effect; nearly all actives have a fitted effect of over 65% in size
#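 Rat TrxR1 (90 nM in the dispensed reagent) was pre-reduced with 400 uM NADPH for 5 min at room temperature, then incubated with compound for 15 min. After 400 uM selenite was added, NADPH fluorescence (Ex 340/Em 450 nm) was followed for 8 min.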
# USP1 inh: inhibitors of human USP1/UAF1 deubiquitinase; O94782; recombinant USP1/UAF1, Ub-Rhodamine cleavage fluorescence; Potency, µM (top dose mostly 57.1 µM), without a hit: top-dose activity change, negative = inhibition, most hits filed as inhibitors; 0.23% of 390,000 active; also: potency is read from the fitted curve at half-maximal effect; % is scaled to controls: 0 for no effect and ±100 for the full control effect; nearly all actives have a fitted effect of over 60% in size; inactives centre near -12
#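 High-throughput fluorogenic screen: 1nM USP1/UAF1 complex, Ub-Rho substrate 150nM final, 50mM HEPES pH 7.8 with 0.5mM EDTA, 0.1 mg/ml BSA, 1mM TCEP and 0.01% Tween-20.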
# Glioma ERSR ind: ER stress response induction in glioma; U87-MG GRP78 promoter luciferase reporter, 16 h; 0.02% of 420,000 active; Potency, µM, for inactives: at the highest dose activation, most hits filed as activators; also: potency is read from the fitted curve at half-maximal effect; series mostly up to about 76 µM; % of control where 0% means no effect; nearly all actives have a fitted effect of over 35% in size
#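 Stably transfected U87-MG human glioma cells carrying a GRP78-based luminescent sensor were seeded at 1000 cells/well, pin-dosed with compounds and incubated 16 h. Luciferase reagent was then added, and end-point luminescence was read after 10 min at room temperature.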
# LDHA inh: blocks human lactate dehydrogenase A | 0.15% of 480,000 active | purified LDHA, NADH/diaphorase-resazurin fluorescence; stronger effect = lower value | activity change, % (values are at about 110 or 230 µM) | P00338 | AID 1347041; in the data active = activity change below about -30%; inconclusive = mostly about -25% to -30%;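 also: plate controls were DMSO wells for no effect and wells without enzyme for full effect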
#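 Enzyme activity of human lactate dehydrogenase 5 (2 nM; 0.06 mM NADH, 0.2 mM pyruvate, 5 min, RT) is measured via a resazurin/diaphorase fluorescence readout of residual NADH.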
# Vif-APOBEC3F blk: Vif-A3F binding inhibition | Potency, µM (highest dose often 46.1 µM), without a hit: at the highest dose activity, negative = active | HeLa A3F-eYFP + Vif (tagged APOBEC3F with the HIV-1 protein that degrades it), YFP fluorescence increase | 0.2% of 390,000 active; also: potency is read from the fitted curve at half-maximal effect; % of control where 0% means no effect; nearly all actives have a fitted effect of over 65% in size
#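 HeLa cells stably expressing A3F-eYFP plus Vif, plated and incubated overnight at 37 deg C, then exposed to compounds overnight at 37 deg C. Blocked degradation read as raised yellow fluorescence (Ex 488/Em 500-530).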
# TrxR1 substrate: substrates of rat thioredoxin reductase 1 | 0.01% of 390,000 active | Potency, µM (titrated, usually from 114 µM), without a hit: top-dose activity change, negative = substrate turnover | purified TrxR1 substrate turnover, NADPH consumption readout | AID 588456; also: potency is read from the fitted curve at half-maximal effect; % is scaled to controls: 0 for no effect and ±100 for the full control effect; nearly all actives have a fitted effect of over 50% in size
#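 Rat TrxR1, dispensed at 90 nM, was prereduced with 400 uM NADPH (final) for 5 min at ~22 deg C, then incubated with compound 15 min before 400 uM selenite. A first-read NADPH fluorescence drop versus no-compound background flagged substrates.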
# RGS4 inhibitor: inhibitors of human regulator of G protein signaling 4. Potency, µM (series often up to 114 µM), inactives show top-dose activity change, negative = inhibition, usual class: inhibitors. P49798. Transcreener GDP fluorescence polarization, RGS4-accelerated GTP hydrolysis. 0.039% of 390,000 active; also: potency is read from the fitted curve at half-maximal effect; % is scaled to controls: 0 for no effect and ±100 for the full control effect; nearly all actives have a fitted effect of over 75% in size; some results filed as inactive show a strong effect at the top dose
# Target sequence (P49798 whole entry, looked up): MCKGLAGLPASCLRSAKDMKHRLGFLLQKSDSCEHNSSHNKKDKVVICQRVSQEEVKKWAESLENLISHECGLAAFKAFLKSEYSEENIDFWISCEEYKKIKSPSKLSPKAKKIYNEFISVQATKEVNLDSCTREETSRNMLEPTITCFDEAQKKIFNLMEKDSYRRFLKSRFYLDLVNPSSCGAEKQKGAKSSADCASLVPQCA
#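 MLSMR compounds (23 nl, pin-transferred) preincubated 10 min at room temperature with a 500nM (2x) first reagent, then RGS4 at 900nM (2x) plus Transcreener GDP mix added; fluorescence polarization (620/688 nm) read before and after 90 min at 30 °C.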
# Numbers without * were called inactive; ? = inconclusive; . = no result given; & = joins results of further samples; [ ] = remark or other dose. Unless noted, calls follow the shape of the dose curve; as a rule, active = well fitted curve in the direction sought with a large enough effect; inconclusive = small, poorly fitted or top-dose-only effect, or another doubt; inactive = no such curve, though single readings can be large; an effect the other way counts as inactive or inconclusive. Not all compounds are listed; count on the stated rates, not on these rows.
SMILES,IDH1 R132H inh,Vif-APOBEC3G blk,TrxR1 inh,USP1 inh,Glioma ERSR ind,LDHA inh,Vif-APOBEC3F blk,TrxR1 substrate,RGS4 inhibitor
CCOC(=O)N1CCN(S(=O)(=O)c2ccc(C)cc2)C1c1ccccc1 (stereo not given),1%,-6%,22%[57.1 µM],-22%,-7%,-1,-6%,15%[57.1 µM],9%
O=C(CSC(=S)N1CCN(c2ccccc2)CC1)Nc1nc(-c2ccccc2)c(-c2ccccc2)o1,10%,5%,18%[57.1 µM],-13%,0%,0,7%,-14%[57.1 µM],-34%
CC(C)n1c(SCC(=O)c2ccc3c(c2)OCCO3)nc2c1c(=O)n(C)c(=O)n2C,-1%,5%,20%,9%,-1%,-2,-3%,6%,10%
O=C(C1=C[C@H](C2CC2)C[C@H](OCCCCO)O1)N1CCN(Cc2ccc3c(c2)OCO3)CC1,1%,2%,0%,-5%,-3%,0,0%,0%,4%
CCCCC(=O)Nc1ccc(NC(=O)c2ccc([N+](=O)[O-])cc2)cc1OC,2%,-8%,-10%,-4%,-3%,-2,?,-8%,-5%
CCCCN(C(=O)C1CCCC1)c1c(N)n(CC(C)C)c(=O)[nH]c1=O,-2%,3%,0%,3%,-3%,1,10%,-1%,1%
COc1cc(NC(=O)CSc2nnc(C)s2)cc(OC)c1,-2%,-7%,-5%,-16%,-2%,-4,-1%,-5%,17%
CCCCCC1CC(=O)N(Cc2ccccc2)C(=O)N1 (stereo not given),-2%,-17%,1%[57.1 µM],-22%,-6%,-1,2%,9%[57.1 µM],8%
COc1cccc(NC(=O)c2ccccc2NC(=O)c2ccncc2)c1,-8%,-15%,8%,-15%,-1%,-12,-17%,2%,-6%
CCCCC1CCC(C(=O)N(CC(C)C)c2c(N)n(CCCC)c(=O)[nH]c2=O)CC1 (stereo not given),-1%,-1%,11%,1%,-3%,0,0%,1%,25%
COc1ccc2c(c1)CCCN2S(=O)(=O)c1ccc(Cl)cc1,4%,-10%,-8%,-26%,-6%,3,-12%,-6%,-15%
Cc1ccc(C)c(OCC(=O)Nc2ccc(N3CCOCC3)cc2N2CCOCC2)c1,3%,1%,-3%,2%,0%,7,0%,-17%,-19%
O=C(O)c1ccc(CNCc2ccccc2Cl)cc1,-6%,1%,11%[57.1 µM],-3%,-3%,6&-3,-7%,-1%,7%
CCc1cccc(NC(=O)c2c(C)oc3nc(C)nc(N4CCCC4)c23)c1,1%,1%,26%,-24%,-1%,-2,-17%,4%,-7%
Cc1ccccc1NC(=O)CSc1ccc(-c2ccc(-n3cccn3)cc2)nn1,6%,0%,12%,-7%,1%,-5,5%,2%,-22%
COCCN(C(=O)c1ccc(C#N)cc1)c1c(N)n(Cc2ccccc2)c(=O)[nH]c1=O,1%,0%,6%,-18%,-1%,0,2%,2%,-7%
CCC(C)NC(=O)c1ccc(COc2ccccc2Cl)cc1 (stereo not given),2%,-3%,18%,-10%,3%,-7,10%,-2%,-19%
CC(Sc1nn(-c2ccc(F)cc2)c(=S)s1)C(=O)c1c(N)n(C)c(=O)n(C)c1=O (stereo not given),-2%,0%,-7%,-17%,-4%,-3,3%,-6%,12%
CC1(C)C2CCC(C2)C1(C)NC(=O)CNC1CCCCC1 (stereo not given),0%,1%,-31%,-10%,-5%,-17,2%,-20%,8%[11.4 µM]
CNC(=O)CSc1nnc(-c2ccccc2)n1C,9%,1%,18%,-8%,-12%,-1,-1%,3%,-15%

# Some values from the entries so far.
# Value of O=C(CSC(=S)N1CCN(c2ccccc2)CC1)Nc1nc(-c2ccccc2)c(-c2ccccc2)o1 in LDHA inh: 0
# Value of COc1cccc(NC(=O)c2ccccc2NC(=O)c2ccncc2)c1 in Glioma ERSR ind: -1%

# Carrying on.
SMILES,IDH1 R132H inh,Vif-APOBEC3G blk,TrxR1 inh,USP1 inh,Glioma ERSR ind,LDHA inh,Vif-APOBEC3F blk,TrxR1 substrate,RGS4 inhibitor
COc1ccc(CNC(=O)CCCc2nnc3n(CCC(C)C)c(=O)c4sccc4n23)cc1,8%,-4%,21%,-4%,3%,3,8%,5%,11%
CC1(C)CC(=O)C/C(=N/NC(=O)c2ccc(-c3ccccc3)cc2)C1,-2%,1%,0%[57.1 µM],-3%,-2%,-7,?,-2%[57.1 µM],-3%
CCn1c(N)c(C(=O)NCCCOC)sc1=S,5%,1%,-23%,-8%,1%,-8,6%,-12%,-31%
CCc1cc2c(=O)[nH]c(Cc3ccc(OC)cc3)nc2s1,0%,1%,-10%,5%,-2%,-1,0%,-10%,-1%
COc1ccc(CNC(=O)CS(=O)Cc2nc(-c3ccc(C)cc3)oc2C)cc1 (stereo not given),14%,-16%,?,-9%,0%,3,-6%,-9%[57.1 µM],-53%
CCc1cccc(CC)c1-n1c(SCn2nnc3ccccc3c2=O)nnc1-c1cccnc1,?,-8%,18%[57.1 µM],-3%,-1%,1,-7%,-16%,-5%
Cc1cccc(Cc2nnc(CCC(=O)N(C)CCc3ccccc3)o2)c1,11%,0%,10%,-11%,-4%,-2,-6%,0%,-28%
COc1cccc2oc3ccc(C#CC4(N)CCCCC4)cc3c(=O)c12,-7%,-19%,12%,-22%,-7%,0,12%,28%,2%
COC(=O)CCC(=O)Nc1ccc(N=Nc2ccccc2)cc1,-4%,-8%,-18%[57.1 µM],1%,1%,1,-21%,-5%,-5%
COc1ccc(C(=O)OCC(=O)N2C(C)CCCC2C)cc1S(=O)(=O)N1CCOCC1 (stereo not given),0%,2%,-17%[57.1 µM],7%,-2%,0,-6%,-2%[57.1 µM],1%
CCN1CCCC1CN(Cc1cc2ccc(C)cc2[nH]c1=O)C(=S)Nc1ccc(OC)cc1OC (stereo not given),6%,5%,-4%[57.1 µM],0%,4%,-1,4%,-5%,5%
Cc1nnc(NC(=O)c2ccc3c(c2)OCO3)s1,20%,-5%,13%[57.1 µM],-3%,-5%,-4,7%,10%,7%
COc1cccc(C(=O)Oc2ccc3ccc(O)cc3c2)c1,4%,8%,30%,-26%,4%,3,-11%,7%,-12%
Cc1ccc(S(=O)(=O)NCc2ccccc2)cc1C(=O)NCC(C)(C)N1CCOCC1,6%,0%,-3%,-12%,-5%,-1,-33%,1%,5%
CC(=O)Nc1c(Br)cc2c(c1Br)Cc1cc([N+](=O)[O-])ccc1-2,-13%,-3%,8%,-8%,-4%,-5,0%,-7%,-14%
COc1ccc(CNC(=O)Cn2nc(C(F)(F)F)c3c2CCC3)cc1,5%,0%,16%,-21%,-4%,0,-3%,5%,-7%
COC(=O)C1=C(C(=O)OC)[C@@H]2Nc3ccccc3[C@@]23C[C@@H](C(=O)OC)N(C(=O)c2ccc(Br)cc2)C3=N1,0%,-6%,5%,-17%,-3%,-2,4%,2%,10%
CCOc1ccc(N(CC(=O)N/N=C/c2cc(Br)c(C)o2)S(C)(=O)=O)cc1,-3%,-3%,1%[57.1 µM],-13%,0%,-7,-14%,5%[57.1 µM],5%
CC(C)(C)c1ccc(CSC2=Nc3ccccc3C3=NC(CC(=O)NCc4cccs4)C(=O)N23)cc1 (stereo not given),0%,0%,-1%[57.1 µM],?,-3%,-1,-10%,-7%[57.1 µM],19%
COC(=O)c1ccc(NC(=O)c2ccc3nccnc3c2)cc1,8%,0%,17%,-12%,-5%,3,-3%,2%,5%
CCC(=O)c1ccc(-c2ccccc2)cc1,5%,2%,-13%,-19%,0%,-6,-10%,-13%,-12%
Cc1onc(-c2ccccc2Cl)c1C(=O)N1CCN(C(=O)c2ccco2)CC1,2%,1%,-4%,-9%,-3%,2,4%,7%,3%
COCc1cc(C)nc(SCC(=O)Oc2ccc(Cl)cc2)c1C#N,1%,0%,3%[57.1 µM],-22%,6%,3,7%,8%[57.1 µM],-35%
CC1CC(C)CN(C(=O)c2ccc3c(=O)n(Cc4ccc5c(c4)OCO5)c(=S)[nH]c3c2)C1 (stereo not given),9%,0%,4%,-23%,0%,-11,-1%,-1%,-23%
O=c1[nH]c(/C=C\c2ccccc2F)nc(O)c1[N+](=O)[O-],0%,4%,?,-12%,-4%,-10,0%,-35%,7%
C=Cc1ccc(Cn2c(C(=O)O)c(CNCCc3ccccc3)c3ccc(C)cc32)cc1,1%,-4%,26%,-25%,-3%,0,3%,-2%,9%
CCOc1cc(/C=C2\SC(=NC)N(C)C2=O)c(Br)cc1OC(C)=O,13%,-11%,5%,-8%,-2%,2,-34%,3%,-15%
COc1ccc(NC(=O)COc2ccccc2)cc1NC(=O)c1ccco1,2%,-6%,0%[57.1 µM],-15%,3%,0,-3%,4%,-28%
Cc1ccc(S(=O)(=O)N2C[C@H]3C(=O)C[C@@H](c4ccccc4)N(S(=O)(=O)c4ccc(C)cc4)[C@H]3C[C@H]2c2ccc(Cl)cc2)cc1,4%,-1%,.,-18%,-1%,-2,-11%,.,.
Cc1csc2nc(CNC(=O)c3ccco3)cn12,6%,1%,16%[57.1 µM],-5%,-4%,-8,6%,13%[57.1 µM],16%
CCOc1cc(NC(=S)NCCCN2CCOCC2)c(OCC)cc1NC(=O)c1cccc(F)c1,7%,-2%,0%[57.1 µM],-13%,-5%,2,2%,5%,-2%
COc1ccc2oc(=O)c(C(=O)C[n+]3cccc(C)c3)cc2c1,21%,-3%,4%[57.1 µM],-9%,-3%,28,-8%,-2%[57.1 µM],-8%
